OXTR potentiate: human OXTR potentiators, primary screen, fluorescence, CHO-OTR cells, Fluo-8 calcium; Oxytocin receptor (Homo sapiens), P30559; Fluo-8 calcium fluorescence, potentiator mode; 0% = oxytocin EC15, 100% = EC100; activation, % at 3 µM; actives 0.061% (n = 320,000); AID 2445, 2010;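 active = activation above that plate's cutoff, the mean activation of tested compounds plus 3 SD, cut at about 6.6% in these data, passing the limit was not always enough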;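 note: 100% uses oxytocin at 75 nM as the full agonist control; some results filed as inactive read as strong as hits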
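test system = CHO-OTR cells, human receptor | compound = single-point 3.0 µM | schedule = 6 min compound pre-incubation at room temperature, 100 s kinetic read | signal = Fluo-8 no-wash calcium dye fluorescence, excitation 470-495 nm, emission 515-575 nm | repeats = single well per compound, singlicate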
CHRM1 PAM: human M1 muscarinic receptor positive allosteric modulators, primary screen, CHO-K1 cells, Fluo-8 calcium fluorescence, 1536-well; actives 0.088% (n = 360,000); CHO-K1 hM1, ACh EC20; 0% = ACh EC20, 100% = maximal ACh; activation, % at 3 µM; in the data active = activation above about 19%, passing the limit was not always enough
TAAR1 ag: human TAAR1 agonists, primary screen, Fluo-8 calcium fluorescence, CHO RD-HGA16 cells. vehicle wells 0%, saturating PEA agonist 100%. activation, % at 3 µM. actives 0.99% (n = 360,000). AID 624467, 2012;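 active = activation above the mean activation of all test compounds in the run plus 3 SD, cut at about 38% in these data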
Target sequence (Q96RJ0 whole entry, looked up): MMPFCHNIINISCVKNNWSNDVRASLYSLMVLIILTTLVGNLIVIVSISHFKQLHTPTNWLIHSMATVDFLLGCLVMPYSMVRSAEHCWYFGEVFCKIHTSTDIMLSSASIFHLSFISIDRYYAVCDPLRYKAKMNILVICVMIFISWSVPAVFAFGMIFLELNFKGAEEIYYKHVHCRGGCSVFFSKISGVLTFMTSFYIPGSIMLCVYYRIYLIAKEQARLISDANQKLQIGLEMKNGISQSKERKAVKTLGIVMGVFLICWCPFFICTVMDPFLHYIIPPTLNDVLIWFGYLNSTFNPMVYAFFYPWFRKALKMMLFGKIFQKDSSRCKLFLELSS
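Benchmarks: low control DMSO, high control PEA (EC100); System: CHO RD-HGA16 cells carrying human TAAR1 plus Gα16; Detection: Fluo-8 fluorescence, 5 s baseline then 140 s kinetic read; Schedule: 17-24 h plating, Fluo-8 75 min 37 °C, 30 min RT; Read-out basis: % activation from peak over basal fluorescence ratio, DMSO-to-PEA scaled.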
CHRM1 agonist: human M1 muscarinic receptor agonists, primary screen, Fluo-8 calcium fluorescence, CHO-K1 cells, HTS. Muscarinic acetylcholine receptor M1 (Homo sapiens), P11229. CHO-K1 hM1, agonist mode; 0% DMSO, 100% acetylcholine EC100. activation, % at 3 µM. actives 0.33% (n = 360,000);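 active = activation above the run's mean compound activation plus 3 SD, cut at about 16% in these data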;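 note: peak over basal fluorescence ratio within a 140 s kinetic read after compound addition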
V1R ag counter: agonists of human V1a receptor, primary screen, counter-screen for OXTR agonist project, fluorescence, CHO-V1R cells; Vasopressin V1a receptor (Homo sapiens), P37288; Fluo-8 calcium fluorescence, agonist mode; 0% DMSO, 100% 3 nM vasopressin; activation, % at 3 µM; actives 0.25% (n = 320,000); AID 2797, 2010;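 active = activation above the mean activation of all tested compounds plus 3 SD, per screening run, cut at about 20% in these data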;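 note: signal is peak over basal fluorescence ratio across a 100 second FLIPR read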
Target sequence (P37288 whole entry, looked up): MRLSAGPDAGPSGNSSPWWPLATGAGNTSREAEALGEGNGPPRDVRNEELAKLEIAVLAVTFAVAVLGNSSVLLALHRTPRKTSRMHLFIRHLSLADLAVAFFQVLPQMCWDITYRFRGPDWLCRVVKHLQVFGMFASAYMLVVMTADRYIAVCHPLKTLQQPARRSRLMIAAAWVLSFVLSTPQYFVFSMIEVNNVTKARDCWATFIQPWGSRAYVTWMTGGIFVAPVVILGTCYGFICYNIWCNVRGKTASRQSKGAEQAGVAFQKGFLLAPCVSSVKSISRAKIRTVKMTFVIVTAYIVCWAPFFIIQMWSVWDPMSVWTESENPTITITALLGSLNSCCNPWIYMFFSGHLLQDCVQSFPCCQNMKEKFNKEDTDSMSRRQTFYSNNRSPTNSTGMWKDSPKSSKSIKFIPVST
CHO parental Ca: ATP-evoked calcium signal inhibitors, parental CHO, primary screen, counter-screen for OX1R antagonist project, cell-based, fluorescence, Fluo-8 calcium dye | AID 463079, 2010 | parental CHO-K1, ATP-induced calcium, Fluo-8 fluorescence | inhibition, % at 5.6 µM | actives 0.63% (n = 330,000);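 active = inhibition above that plate's mean sample inhibition plus 3 SD, cut at about 26% in these data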;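 note: 0% = ATP-challenged DMSO wells and 100% = DMSO wells without ATP; some compounds past the cut are filed as inactive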
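Material: parental CHO cells / Compound: single nominal dose of 5.6 µM per compound / Signal: Fluo-8 fluorescence / Replicates: singlicate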
OXTR agonist: human OXTR agonists, primary screen, fluorescence, CHO-OTR cells, Fluo-8 calcium; Oxytocin receptor (Homo sapiens), P30559; Fluo-8 calcium fluorescence; normalized: DMSO 0%, oxytocin 100%; activation, % at 3 µM; actives 0.32% (n = 320,000); AID 2435, 2010;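 active = activation above the mean of all tested compounds plus 3 SD, cutoff set per screening run, cut at about 20% in these data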;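 note: peak over basal fluorescence ratio from a 100 s FLIPR kinetic read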
TAAR1 antag: human TAAR1 antagonists, primary screen, Fluo-8 calcium fluorescence, CHO RD-HGA16 cells. antagonist. inhibition, % at 3 µM. actives 1.5% (n = 360,000);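 active = inhibition above a per-plate cutoff, the mean inhibition of test compounds on that plate plus 3 SD, cut at about 49% in these data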;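 note: 0% = DMSO plus EC80 beta-PEA response and 100% = DMSO alone without agonist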
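Test system: RD-HGA16 CHO cells with stable hTAAR1 and Gα16 / Probe or stimulus: EC80 β-phenethylamine stimulus / Times: seeding 17-24 h prior, 75-min 37 °C, 30-min RT dye loading / Detection: Fluo-8 calcium-sensitive fluorescence / Read-out basis: % inhibition scaled between DMSO and EC80 PEA controls / Repeats: singlicate, one well per test compound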
M1 antag: human M1 muscarinic receptor antagonists, primary screen, CHO-K1 cells, Fluo-8 calcium fluorescence, 1536-well. CHO-K1 hM1, ACh EC80 antagonist. inhibition, % at 3 µM. actives 1.3% (n = 360,000). AID 588852, 2011;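 active = percent inhibition above its own plate's cutoff, namely the mean of that plate's compound wells plus 3 SD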;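 note: peak over basal fluorescence ratio during 140 s after agonist addition; 0% = ACh EC80 plus DMSO and 100% = DMSO alone without agonist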
* = called active by the depositor; / = not tested or not shown.

SMILES	OXTR potentiate	CHRM1 PAM	TAAR1 ag	CHRM1 agonist	V1R ag counter	CHO parental Ca	OXTR agonist	TAAR1 antag	M1 antag
COC(=O)c1ccc(Cn2nnc3c(=O)[nH]c(C4CCCN(S(=O)(=O)c5ccccc5)C4)nc32)cc1 (stereo not drawn)	-3	5	0	-3	-0.1	-9	0.4	-12	-9
COc1ccc(S(=O)(=O)N2CCCCC2)cc1-n1cnnn1	-4	15	1	-7	0.3	-5	1.3	-18	-5
COc1ccccc1N1CCN(c2ccc(S(=O)(=O)N3CCN(C)CC3)cn2)CC1	-4	16	1	6	3.0	-10	2.8	-5	-14
Cc1ccc(OCC(=O)NC2CCS(=O)(=O)C2)cc1 (stereo not drawn)	1	9	9	-5	0.1	-4	0.2	-8	-6
COc1ccc(C2C(C#N)=C(N)N(c3ccccc3)C3=C2C(=O)CCC3)cc1Cn1cc([N+](=O)[O-])cn1 (stereo not drawn)	-5	-6	-2	-7	-1.7	-9	-2.0	10	13
C#CCSc1nc(N)c2c(n1)OC(N)=C(C#N)C2c1cccnc1 (stereo not drawn)	-9	7	7	-6	-0.6	2	-1.8	-24	-1
COc1ccc(S(=O)(=O)N2CCc3cc(OC)c(OC)cc3C2)cc1	-19	2	-1	0	0.2	-1	-1.2	22	0
COc1ccc(NS(=O)(=O)c2cccs2)cc1S(=O)(=O)N1CCOCC1	1	0	-1	-4	0.4	3	1.2	5	1
C[n+]1cn(Cc2cc(Cl)ccc2OC(F)F)c2ccccc21	-1	4	0	-9	-0.5	-9	-0.3	-14	-1
Cc1ccc(C)c(-n2c(CNc3ccc(F)cc3)nnc2SCC(N)=O)c1	-5	5	6	-2	1.2	-10	0.8	-18	-6
O=Cc1cn(-c2ccc(F)cc2)c2ccccc12	1	7	-1	-7	0.3	-5	-2.1	0	-11
CN(C(=O)COC(=O)c1cc(S(=O)(=O)N2CCCCC2)ccc1N1CCOCC1)C1CCS(=O)(=O)C1 (stereo not drawn)	-13	7	0	0	0.7	8	0.2	-28	-3
CC1CC(C)CN(C(=O)COC(=O)c2ccc[nH]c2=O)C1 (stereo not drawn)	-9	6	9	0	-0.5	-3	-0.9	0	-13
CN1CCN(C=NC2=NN(c3cccc(C(F)(F)F)c3)CC2)CC1	1	14	2	-10	1.0	-7	-0.1	11	-3
Cc1ccc(CC23CN4CCN(CC(C4)C2O)C3)c(C)c1 (stereo not drawn)	2	7	6	-6	-0.9	-9	0.1	-10	-9
Cc1cccc(NC(=O)Nc2cccc(C)n2)n1	2	6	11	-1	-0.1	-14	-1.3	-1	-2
CC1=C(C(N)=O)C(c2ccccc2)n2nc(-c3ccncc3)nc2N1 (stereo not drawn)	-11	6	9	-4	0.1	-6	0.5	18	-12
COc1ccc(C2Nc3ccccc3C(=O)N2Cc2ccco2)cc1COc1ccc(NC(C)=O)cc1 (stereo not drawn)	-6	-4	6	-3	5.8	-22	0.0	21	-6
O=C(Cc1c[nH]c2ccccc12)OCC(=O)c1ccccc1	-2	9	7	0	0.9	-2	0.2	18	-14
O=C(C1CN(S(=O)(=O)c2ccccc2)CCN1S(=O)(=O)c1ccccc1)N1CCCCCC1 (stereo not drawn)	1	0	2	-6	-1.7	-16	-2.3	7	-4
Cn1c(=O)oc2cc(S(=O)(=O)Nc3ccc(Cl)cc3F)ccc21	-7	-3	1	-6	1.2	-11	3.3	5	-4
CC(C)(C)S(=O)N1Cc2cc(C(=O)NCCCN3CCOCC3)nc(-c3cccc(-c4cc5ccccc5o4)c3)c2[C@H]1CCO (stereo partly drawn)	/	22	5	-3	/	/	/	9	-16
O=C(Nc1nc2c(s1)CCCC2)c1cccnc1	-10	0	/	-2	0.4	-18	1.0	/	0
Cc1cccc(OCC(=O)NCC(=O)N/N=C/c2ccccc2)c1	-3	16	23	0	3.9	-7	0.9	9	-19
O=C(CCS(=O)(=O)c1ccccc1)N1CCOCC1	-2	-4	0	-4	0.5	0	0.7	3	3
Cc1ccc(N2C(=O)[C@@H]3[C@H](C2=O)C2CCCN2[C@@H]3C(=O)c2ccccc2)cc1 (stereo partly drawn)	-13	5	7	-1	0.4	-13	-0.1	11	-6
CC(=O)c1ccc(NC(=O)COC(=O)c2nc(Cl)ccc2Cl)cc1	-3	12	0	-4	1.0	-2	-0.1	-16	-18
N#Cc1ccccc1NC(=O)COC(=O)/C=C/c1cn(-c2ccccc2)nc1-c1ccc(Cl)cc1	/	7	3	-2	/	/	/	-3	-7
COC(=O)c1sccc1NC(=O)NC1CCCCC1	-2	9	-1	-6	-1.6	-1	-0.6	4	-8
COCCCNC(=S)N1CCN(c2nc(C)nc3sc4c(c23)CCCC4)CC1	-9	4	1	-7	-0.7	-15	-1.8	30	-12
CN=CC1=C(O)CC(C)(C)CC1=O	-10	2	0	-4	0.7	-18	1.4	6	0
COc1ccc(NC(=O)C2CCCN(S(=O)(=O)c3cnc[nH]3)C2)cc1 (stereo not drawn)	-3	8	0	0	0.3	-16	1.4	-14	-5
Cc1ccccc1NC(=O)CC(=O)Nc1ccccc1C	-7	0	2	-3	0.9	-5	-0.3	2	2
N#Cc1ccc(C=NN2CCCCCC2)cc1	/	-2	2	-5	/	/	/	-2	-15
CCCC(C)C(=O)OCC(=O)Nc1ccc(Br)cc1 (stereo not drawn)	-9	/	/	/	-1.9	1	-2.1	/	/
CCCC1=C(C(=O)OCC)C(c2ccccc2OC)NC(=O)N1 (stereo not drawn)	-7	12	-1	-2	0.1	-12	-0.5	-10	-16

13 structures already listed, ordered by SMILES length, low to high:
SMILES	OXTR potentiate	CHRM1 PAM	TAAR1 ag	CHRM1 agonist	V1R ag counter	CHO parental Ca	OXTR agonist	TAAR1 antag	M1 antag
CN=CC1=C(O)CC(C)(C)CC1=O	-10	2	0	-4	0.7	-18	1.4	6	0
N#Cc1ccc(C=NN2CCCCCC2)cc1	/	-2	2	-5	/	/	/	-2	-15
COC(=O)c1sccc1NC(=O)NC1CCCCC1	-2	9	-1	-6	-1.6	-1	-0.6	4	-8
Cc1ccccc1NC(=O)CC(=O)Nc1ccccc1C	-7	0	2	-3	0.9	-5	-0.3	2	2
O=C(CCS(=O)(=O)c1ccccc1)N1CCOCC1	-2	-4	0	-4	0.5	0	0.7	3	3
CCCC1=C(C(=O)OCC)C(c2ccccc2OC)NC(=O)N1 (stereo not drawn)	-7	12	-1	-2	0.1	-12	-0.5	-10	-16
Cc1cccc(OCC(=O)NCC(=O)N/N=C/c2ccccc2)c1	-3	16	23	0	3.9	-7	0.9	9	-19
CC(=O)c1ccc(NC(=O)COC(=O)c2nc(Cl)ccc2Cl)cc1	-3	12	0	-4	1.0	-2	-0.1	-16	-18
COCCCNC(=S)N1CCN(c2nc(C)nc3sc4c(c23)CCCC4)CC1	-9	4	1	-7	-0.7	-15	-1.8	30	-12
COc1ccc(NC(=O)C2CCCN(S(=O)(=O)c3cnc[nH]3)C2)cc1 (stereo not drawn)	-3	8	0	0	0.3	-16	1.4	-14	-5
N#Cc1ccccc1NC(=O)COC(=O)/C=C/c1cn(-c2ccccc2)nc1-c1ccc(Cl)cc1	/	7	3	-2	/	/	/	-3	-7
Cc1ccc(N2C(=O)[C@@H]3[C@H](C2=O)C2CCCN2[C@@H]3C(=O)c2ccccc2)cc1 (stereo partly drawn)	-13	5	7	-1	0.4	-13	-0.1	11	-6
CC(C)(C)S(=O)N1Cc2cc(C(=O)NCCCN3CCOCC3)nc(-c3cccc(-c4cc5ccccc5o4)c3)c2[C@H]1CCO (stereo partly drawn)	/	22	5	-3	/	/	/	9	-16

The list continues:
SMILES	OXTR potentiate	CHRM1 PAM	TAAR1 ag	CHRM1 agonist	V1R ag counter	CHO parental Ca	OXTR agonist	TAAR1 antag	M1 antag
CCCCn1c(=O)[nH]c(=O)c2c1nc(-c1ccccn1)n2CC	-4	10	-3	-4	0.8	-7	0.2	11	-6
COc1cc(/C=C/C(=O)Nc2ccncc2)cc(OC)c1OC	-8	7	1	-7	0.1	0	-0.5	16	-10
Cc1[nH]c(=O)c(C#N)cc1-c1csc(-c2ccccc2)n1	-4	7	1	-2	0.1	3	-0.7	2	-8
C[C@@H]1CN([C@H](C)CO)C(=O)c2cc(Br)cnc2O[C@H]1CN(C)C(=O)Nc1ccc2c(c1)OCO2	/	4	1	-3	/	/	/	-10	-9
Fc1cccc(NC(=S)NC2CCCCCCC2)c1	/	-7	6	4	/	/	/	15	14
Cc1ccc2nc(NC(=O)CCn3cccc3)sc2c1	-4	4	1	-10	-0.7	-7	1.2	-5	-7
CCCCn1c(N)c(N(CC(C)C)C(=O)c2ccco2)c(=O)[nH]c1=O	-3	1	0	-1	1.1	-7	-1.1	-15	6
CCNC(=O)c1ccccc1NC(=O)c1cccc(S(=O)(=O)N2CCC(C)CC2)c1	-3	-1	12	-2	0.3	-25	-2.2	59*	7
N#CCSc1nc2cc(C(=O)N3CCC(C(N)=O)CC3)ccc2c2nc3ccccc3n12	5	5	/	-6	0.6	-18	2.1	/	-8
O=C(c1ccccc1F)N1N=C(C(F)(F)F)CC1(O)c1ccccc1 (stereo not drawn)	/	5	1	-7	/	/	/	-13	-13
COCCOC(=O)c1c(C)n(C)c2ccc(OC(=O)c3ccccc3F)cc12	-15	1	10	-1	1.8	-10	0.5	42	-12
Cc1ccc(NC(=O)COC(=O)Cn2cnc3c2c(=O)n(C)c(=O)n3C)cc1F	/	-3	3	-2	/	/	/	-10	3
CC1CN(S(=O)(=O)c2cccc(C(=O)OCCOc3ccccc3)c2)CC(C)O1 (stereo not drawn)	-10	-7	4	-3	3.8	0	-0.4	8	11
CN(CC(=O)Nc1ccc(S(=O)(=O)N2CCCC2)cc1)Cc1c(F)cccc1Cl	-22	-22	2	-8	2.8	-8	3.3	-3	32
Cc1csc2nc(CCNS(=O)(=O)c3cccs3)cn12	0	-1	0	-5	0.5	5	0.8	3	1
